# C2C12 statin: suppressors of statin myotoxicity in C2C12 myotubes, primary screen, cell-based, single point, plate reader; C2C12 myotubes + simvastatin, ATP luminescence, 48 h; scaled: DMSO 0, geranylgeraniol control 100; rescue of ATP level, % at 7.49 µM; hit rate 0.78% among 330,000; AID 602340, 2012;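 active = mean ATP rescue above about 67%, or every replicate alone reaching that limit, limit read from the data, passing the limit was not always enough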;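 note: myotubes were challenged with 10 µM simvastatin during compound exposure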
# Cneo AK release: Cryptococcus neoformans cell lysis inducers, primary screen, AK release luminescence, single concentration; C. neoformans lysis, adenylate kinase release luminescence, 4 h; normalised: neutral wells 0, clomiphene wells 100; lysis activity, % at 15 µM; hit rate 0.2% among 360,000; AID 651654, 2012;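 active = mean lysis activity across replicates of at least 80%, whatever share of replicates individually reach that level; inactive = mean lysis activity below 80%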
#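 Assay system: log-phase C. neoformans yeast / Quantity: yeast cell density of 5 × 10^6 cells/mL / Medium: fresh YPD growth medium / Compound: single dose / Timing: static 4 h at 37 °C with compound, 1 h detection / Measured by: adenylate kinase release luminescence / Read-out: lysis from increased AK signal / Benchmarks: Clomiphene as positive lysis control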
# S100A4 inh HTS: inhibitors of S100A4-myosin IIA peptide binding, primary screen, biochemical, fluorescence polarization, TAMRA-MyoIIA peptide | Protein S100-A4 (Homo sapiens), P26447 | inhibition, % at 10.7 µM | hit rate 0.14% among 360,000;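 active = mean inhibition of at least 70% across replicates, with every replicate also reaching that level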
# Target sequence (P26447 whole entry, looked up): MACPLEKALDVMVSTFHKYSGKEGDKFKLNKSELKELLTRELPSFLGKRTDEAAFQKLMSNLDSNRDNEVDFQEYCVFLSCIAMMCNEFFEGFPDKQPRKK
#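 assay system = human S100A4 monomer with TAMRA-labelled myosin IIA peptide | also added = labelled myosin peptide probe, 5 nM | incubation = 5 min between mix addition and reading | control set = DMSO and TFP controls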
# SIRT5 inh: SIRT5 desuccinylase inhibitors, primary screen, biochemical, fluorescence imaging, single point, set 5; NAD-dependent protein deacylase sirtuin-5, mitochondrial (Homo sapiens), Q9NXA8; Purified SirT5, succinyl-peptide AMC, trypsin-coupled fluorescence; inhibition, % at 15 µM; hit rate 1.1% among 330,000; AID 652115, 2013; in the data active = inhibition above about 15%
# Target sequence (Q9NXA8 whole entry, looked up): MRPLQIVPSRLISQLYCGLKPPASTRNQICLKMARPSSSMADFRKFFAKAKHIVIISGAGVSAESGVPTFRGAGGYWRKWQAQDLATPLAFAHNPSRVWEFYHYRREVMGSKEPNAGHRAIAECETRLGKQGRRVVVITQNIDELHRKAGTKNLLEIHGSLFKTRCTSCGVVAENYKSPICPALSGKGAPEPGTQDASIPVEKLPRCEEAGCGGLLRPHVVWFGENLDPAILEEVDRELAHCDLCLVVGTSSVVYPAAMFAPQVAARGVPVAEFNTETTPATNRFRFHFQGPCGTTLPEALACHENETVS
# ERAP1 HTS inh: human ERAP1 aminopeptidase inhibitors, primary screen, biochemical, single point, plate reader; hit rate 0.15% among 340,000; Endoplasmic reticulum aminopeptidase 1 (Homo sapiens), Q9NZ08; recombinant ERAP1, Leu-AMC fluorescence, 60 min; inhibition, % at 10.7 µM;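 active = mean replicate inhibition of at least 30%, or all replicates individually reaching that 30% level; inactive = mean below 30% and not every replicate reaching it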;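 note: 0% = neutral control wells and 100% = L-leucinethiol positive control wells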
# XiGFP reactiv: activators of inactive X chromosome reactivation, primary screen, imaging, XiGFP fibroblasts, GFP high-content imaging, set 2. XiGFP mouse fibroblasts, % GFP-positive cells imaging, 3 d; cells co-treated with 5-aza-dC sensitizer; scaled so ellipticine positive control = 100%. activation, % at 7.58 µM. hit rate 0.055% among 360,000;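 active = mean normalized replicate activation at least 10% and every replicate at or above 10%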;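 note: 0% = median of on-plate neutral control wells and 100% = ellipticine 6 µM median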
#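 assay system = SV40-immortalized XiGFP fibroblast cells, line 68-5-11 | buffer or medium = DMEM plus 5-aza-dC sensitizer | doses = single-point pinned compound dosing | times = 3-day compound exposure, then 15 min fixation at room temperature | benchmarks = positive control ellipticine, 6 µM final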
# PGC1a acetyl inh: inhibitors of PGC1a acetylation signal, primary screen, cell-based, U2OS, AlphaScreen, inhibitor mode; AlphaScreen anti-acetyl-lysine; with virally co-expressed GCN5 acetyltransferase; inhibition, % at 15.6 µM; hit rate 0.17% among 350,000; AID 651687, 2012;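 active = every replicate shows inhibition of at least 40%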;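 note: 0% = neutral control wells and 100% = positive control wells; some results beyond the cut were filed as inactive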
# LGR2 antag: inhibitors of bursicon-induced LGR2 CRE-luciferase signal, primary screen, cell-based, HEK293, CRE-luciferase reporter, bursicon stimulation; bursicon-stimulated, 4 h; inhibition, % at 9.99 µM; hit rate 0.35% among 380,000; AID 720647, 2013;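 active = drop in luminescence signal, shown as inhibition above about 50% in the replicate tests, limit read from the data, passing the limit was not always enough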;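 note: agonist challenge used bursicon conditioned medium at about half maximal strength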
# Numbers without * were called inactive; . = no result given; & = joins results of further samples. An excerpt (hit frequency here may not be typical).
SMILES,C2C12 statin,Cneo AK release,S100A4 inh HTS,SIRT5 inh,ERAP1 HTS inh,XiGFP reactiv,PGC1a acetyl inh,LGR2 antag
C[C@H](CO)N1C[C@H](C)[C@@H](CN(C)S(=O)(=O)c2cccs2)Oc2ccc(NS(=O)(=O)c3cn(C)cn3)cc2CC1=O,4,-5,55,-5,2,0.3,-1,-12
O=C(NCc1cccc(Cl)c1)C1CCCO1 (stereo unspecified),6,0,-15,-3,0,0.0,8,7
O=C(Nc1ccncc1)C1CCN(S(=O)(=O)c2ccccc2)CC1,7,.,-2,-3,-6,0.3,-9,14
CC1(C)CC(=O)C(C(=O)c2ccccc2)C(=O)C1Cl (stereo unspecified),7,9,2,-1,-2,0.0,8,3
c1cncc(-c2noc(-c3ccc4ccccc4c3)n2)c1,-5,-9,1,0,0,-0.1,9,.
Cc1ccc(NC(=S)N(CCCN2CCCC2)Cc2cccn2Cc2ccc(Cl)cc2)cc1Cl,-10,6,4,-2,1,-0.1,-2,1
c1ncc(-c2ccc(C3[C@@H]4CN(Cc5ccc6c(c5)OCO6)C[C@H]3N4)cc2)cn1 (stereo partly specified),.,.,0&7,0&3,-1&-3,0.1,-2&-11,10
CCC(=O)N1CC(=O)N2[C@H](CO)[C@@H](c3ccc(-c4ccncc4)cc3)[C@H]2C1,.,.,7,6,.,-0.1,-3,-1
O=C(CN1CCN(Cc2cccc3ccccc23)CC1)NCCc1ccccc1,-6,16,-5,0,1,0.5,.,1
COC(=O)CN1C(C)=Nc2ccc(C)cc2C1c1ccccc1 (stereo unspecified),.,.,-4,-1,-1,0.1,.,7
N#C/C(=C\c1ccc(N2CCCCC2)o1)C(N)=O,.,.,0,7,8,0.5,.,-15
O=C(/C=C/c1ccccc1)N1CCC[C@H]1CO,0,0,9,.,5,-0.3,.,-1
C[C@@H]1CN([C@@H](C)CO)C(=O)Cc2cc(NS(=O)(=O)c3ccc(Cl)cc3)ccc2O[C@H]1CN(C)S(=O)(=O)c1ccc(F)cc1,-14,0,-6,3,2,-1.2,-12,14
O=C(Nc1ccc(Cl)cc1)N[C@@H]1CC[C@@H](CCNC(=O)c2ccccc2F)O[C@@H]1CO,-2,0,-16,2,-5,-0.1,-1,-1
O=C(C[C@@H]1CC[C@H](NC(=O)c2ccc(F)cc2)[C@H](CO)O1)NCCc1ccncc1,1,-1,-7,0,-2,-0.3,2,16

# A portion taken from the entries so far, for reference:
SMILES,C2C12 statin,Cneo AK release,S100A4 inh HTS,SIRT5 inh,ERAP1 HTS inh,XiGFP reactiv,PGC1a acetyl inh,LGR2 antag
C[C@H](CO)N1C[C@H](C)[C@@H](CN(C)S(=O)(=O)c2cccs2)Oc2ccc(NS(=O)(=O)c3cn(C)cn3)cc2CC1=O,4,-5,55,-5,2,0.3,-1,-12
O=C(NCc1cccc(Cl)c1)C1CCCO1 (stereo unspecified),6,0,-15,-3,0,0.0,8,7

# Next section.
SMILES,C2C12 statin,Cneo AK release,S100A4 inh HTS,SIRT5 inh,ERAP1 HTS inh,XiGFP reactiv,PGC1a acetyl inh,LGR2 antag
O=C(O)CCCCCN1C(=O)C(O)=C(C(=O)/C=C/c2ccccc2)C1c1cccc([N+](=O)[O-])c1 (stereo unspecified),0,5,-7,5,9,0.0,.,0
Cc1csc(N2CCCC2c2nc3cc(Cl)c(N4CCCCC4)cc3n2CCOCCO)n1 (stereo unspecified),1,0,-4,-2,1,0.0,2,-9
COc1ccc(S(=O)(=O)Nc2ccc3c(c2)C(=O)N([C@H](C)CO)C[C@H](C)[C@@H](CN(C)C(=O)NC(C)C)OCCCC[C@H](C)O3)cc1,.,49,0,2,-4,-0.1,0,-11
Cc1ccc(S(=O)(=O)N2CCN(C(=O)C3CCCO3)CC2)cc1 (stereo unspecified),0,2,2,-2,-5,0.0,.,15
O=C(COC(=O)c1ccc([N+](=O)[O-])s1)NC(c1ccccc1)c1ccccc1,.,.,-6,-6,-2,0.1,.,-3
Cc1ccc(S(=O)(=O)Nc2ccc3c(c2)C(=O)N([C@@H](C)CO)C[C@H](C)[C@H](CN(C)S(=O)(=O)c2ccccc2)O3)cc1,22,6,5,-13,1,-1.2,-7,-2
CN1c2ccc(-c3ccc(C#N)cc3)cc2[C@@H]2[C@@H](CCN2C(=O)NC2CCCCC2)[C@@H]1CO,.,.,1,-8,2,0.4,1,27
CCOc1ccc(CCN2C(=O)C(=O)N([C@@H](Cc3ccc(O)cc3)CN3CCC[C@H]3CN3C(=O)C(=O)NC[C@@H]3Cc3ccc(O)cc3)C[C@@H]2Cc2ccccc2)cc1,.,.,-3,-2,-2,0.0,.,-7
CC(C)NC(=O)Nc1ccc2c(c1)CC(=O)N([C@@H](C)CO)C[C@H](C)[C@@H](CN(C)Cc1ccc(Cl)c(Cl)c1)O2,27,4,-2,4,-1,-0.1,1,-15
Cc1ccc(S(=O)(=O)NN=C2CC(C)(C)CC(=O)C2(C)C)cc1,12,-2,-3,-5,-1,0.1,-7,3
CCc1nc2ccc(C(=O)NCc3ccccc3)cc2nc1CC,.,.,-1,-6,1,-0.1,.,3
CSCC[C@@H](C(=O)O)N1Cc2ccccc2C1=O,0,4,-2,-2,3,0.1,.,7
Cc1noc(C)c1S(=O)(=O)Nc1ccc2c(c1)C(=O)N([C@@H](C)CO)C[C@H](C)[C@H](CN(C)C(=O)Nc1ccc3c(c1)OCO3)O2,12,3,-48,-6,1,-1.1,5,5
CCC(=O)N1[C@H](CO)[C@@H]2c3ccccc3N(C(=O)CC(F)(F)F)C[C@@H]21,-30,0,-6,2,2,0.2,-5,-9
C[C@H]1CN([C@@H](C)CO)C(=O)c2cc(-c3ccccc3F)cnc2O[C@@H]1CN(C)Cc1ccc(F)cc1,8,-5,4,4,-2,-0.3,-27,-7
CC(=O)c1cc(F)ccc1OCC(=O)N1CCN(c2ccc(F)cc2)CC1,.,.,-1,-1,4,0.0,.,-25
COc1ccc2sc(C)cc(=O)c2c1,.,0,7,0,-2,0.1,.,-10
O=C1NC(=S)S/C1=C/c1ccc(Oc2cnccn2)cc1,.,.,-3,4,8,0.2,.,8
COc1cccc(NC(=O)C(OC(=O)c2ccc([N+](=O)[O-])o2)c2ccccc2)c1 (stereo unspecified),.,.,-6,-1,8,0.3,.,-6
N[C@@H]1CC[C@@H](CCn2cc(-c3cccc(F)c3)nn2)O[C@H]1CO,0,17,-2,-3,4,-0.2,-6,3
Cc1ccc(S(=O)(=O)Nc2ccccc2C(=O)N2CCOCC2)cc1,4,0,0,4,-4,-0.1,-7,8
COC(=O)c1cc(N=Nc2c(C)[nH]c3ccccc23)cc(C(=O)OC)c1,.,-3,-5,-5,-6,0.0,7,-5
O=C(CSCc1ccccc1Cl)Nc1ccc(C(=O)O)cc1,-1,2,1,-4,-1,0.0,4,-6
Cn1nnc2cc(NC(=O)N3CC4(C)CC3CC(C)(C)C4)ccc21 (stereo unspecified),-41,-5,2,-2,-2,.,-2,5
CCCCN(C)C(=O)Cn1ncc2c3ccccc3n(CCC)c2c1=O,21,-1,-7,-2,-3,0.0,.,16
CCOC(=O)[C@H]1[C@H]2COc3ccc(Cl)cc3[C@@H]2N2C(=O)CNC(=O)[C@@]12C,-2,-3,-6,.,.,0.0,.,2
O=C(Nc1ccccc1N1CCCC1)C1CCN(C(=O)c2ccc(F)cc2)CC1,6,-1,0,-7,0,0.5,-1,-21
Cc1cccc(NC(=O)c2ccc(NC(=O)CC3SC(N4CCCC4)=NC3=O)cc2)n1 (stereo unspecified),-9,0,-3,-5,1,-0.1,1,-7
COc1ccc(C2CC(=O)C=C3c4ccc(OC)cc4CCC32)cc1 (stereo unspecified),-4,1,0,0,-3,0.0,-10,6
CN(CCc1ccccc1)C(=O)c1cc(COc2ccc(F)cc2Cl)on1,-10,0,0,-1,-1,0.0,-4,-29

# Filtered by structure: the compounds so far containing a COOH group (3)
SMILES,C2C12 statin,Cneo AK release,S100A4 inh HTS,SIRT5 inh,ERAP1 HTS inh,XiGFP reactiv,PGC1a acetyl inh,LGR2 antag
O=C(O)CCCCCN1C(=O)C(O)=C(C(=O)/C=C/c2ccccc2)C1c1cccc([N+](=O)[O-])c1 (stereo unspecified),0,5,-7,5,9,0.0,.,0
CSCC[C@@H](C(=O)O)N1Cc2ccccc2C1=O,0,4,-2,-2,3,0.1,.,7
O=C(CSCc1ccccc1Cl)Nc1ccc(C(=O)O)cc1,-1,2,1,-4,-1,0.0,4,-6

# Continuation:
SMILES,C2C12 statin,Cneo AK release,S100A4 inh HTS,SIRT5 inh,ERAP1 HTS inh,XiGFP reactiv,PGC1a acetyl inh,LGR2 antag
CN1CCN(CC(=O)N2c3ccc(S(=O)(=O)NCCNC(=O)OC(C)(C)C)cc3C(=O)Nc3cccnc32)CC1,12,0,-5,1,1,0.1,.,.
COC(=O)c1cc(NC(=O)c2nccnc2C(=O)O)cc(C(=O)OC)c1,-6,7,-1,.,.,0.1,9,-22
CCC(=O)N1C[C@@H](C)[C@@H](OC)CN(C)C(=O)c2cc(NC(=O)NC3CCCC3)ccc2OC[C@H]1C,.,.,3,.,-1,0.1,2,-6
Cc1cccc(N(CC(=O)NC2CCCC2)C(=O)CNC(=O)c2ccco2)c1C,5,-6,0,-6,0,0.2,0,-1
C[C@H](CO)N1C[C@H](C)[C@H](CN(C)S(C)(=O)=O)OCc2cn(nn2)CCCC1=O,-2,.,.,.,.,-0.3,5,-14
O=C(NC1CCCCC1)[C@H]1[C@H](CO)[C@H]2Cn3c(cccc3=O)[C@H]2N1CC1CCCC1,.,.,-9,-3,5,0.0,8,13
Cc1ccccc1S(=O)(=O)N1[C@H](C#N)[C@@H](c2ccc(C#CC3CC3)cc2)[C@@H]1CO,-93,-1,-8,4,-3,-0.1,-1,12
CC(=O)Nc1cccc(NC(=O)CSc2nccn2Cc2ccc(F)cc2)c1,.,1,-1,-3,0,0.0,.,0
CC(C)NC(=O)N(C)C[C@H]1Oc2ccc(NS(=O)(=O)c3cccs3)cc2CC(=O)N([C@@H](C)CO)C[C@@H]1C,-6,11,0,1,2,-0.1,11,9
CC1(C(=O)NCc2cccc3ccccc23)CCN1C(=O)C1(c2ccccc2)CC1 (stereo unspecified),4,-1,-3,.,-3,0.0,.,6
CCOC(=O)c1c(C)[nH]c(C(=O)OCC(=O)NC(C)(C)C)c1C,.,.,-4,-1,-2,0.0,4,9
CO[C@H]1CN(C)C(=O)c2cc(NC(=O)c3nc4ccccc4s3)ccc2OC[C@@H](C)NC[C@H]1C,-4,-4,-17,-3,2,0.2,-8,12
Cc1cnc(C(=O)OCC(=O)N2CCN(S(=O)(=O)c3ccc(Cl)cc3)CC2)cn1,9,.,6,-1,3,0.0,11,-13
Cc1cccc(OCC(=O)Nc2nc3ccc([N+](=O)[O-])cc3s2)c1C,-19,-1,.,.,.,.,-5,10
C[C@@H]1CN([C@H](C)CO)C(=O)c2cc(NC(=O)Cc3cn(C)c4ccccc34)ccc2O[C@H]1CN(C)Cc1ccc(C(=O)O)cc1,-5,4,2,-1,0,-0.4,-6,3
